# High-throughput results from PubChem.
# MRP resist rev: MRP-mediated drug resistance reversal; H69AR cells + 2 uM doxorubicin, CellTiter-Glo, 72 h; differential viability (reversal), % at 10 µM; 85,000 compounds, 0.04% hits;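 active means viability drop by adding the cancer drug above about 55%, with treated viability meeting a 40% cutoff, limit read from the data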;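 further: viability without doxorubicin minus viability with 2 µM doxorubicin for each compound; larger differential means the compound sensitizes cells more to doxorubicin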
# IL1B NFkB inh: blocks IL-1B driven NFkB nuclear translocation in HUVEC cells; HUVEC IL-1B NFkB p65 nuclear translocation imaging; inhibition, % at 2 µM; 94,000 compounds, 0.43% hits; AID 796;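 active means inhibition above about 30% together with a positive call from visual inspection of the well image, limit read from the data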;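 further: nuclear over cytoplasmic p65 intensity ratio measured by imaging; 0% = IL-1B stimulated DMSO wells and 100% = unstimulated DMSO wells; values of inactives mirror those of a sister screen read the other way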
# PLAP inhibitors HTS: PLAP enzyme inhibitors, biochemical, luminescence, HTS (AID 690) | purified PLAP, luminescent substrate; higher % means a stronger effect | inhibition, % at 20 µM, or IC50 in µM where a hit was titrated | 96,000 compounds, 0.08% hits; in the data active means a potency from the dose series; inactive means the rest, 99 in 100 with inhibition below about 30%; further: strong numbers were not always called active
# Bcl-B displacement: displacers of TR3 peptide from Bcl-B, primary screen, selectivity assay for Bfl-1 inhibitor project, biochemical, fluorescence polarization; FP displacement of FITC-TR3 peptide from Bcl-B; higher % means a stronger effect; displacement, % at 20 µM, or IC50 in µM where a hit was titrated; 96,000 compounds, 0.11% hits; AID 748;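 active means displacement above 50% at 20 µM plus a fluorescence interference ratio under 1.5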;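 further: plate controls were wells without compound for no effect and wells lacking Bcl-B protein for full effect; a part of the inactive calls stands beside numbers as strong as those of hits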
# IL1B NFkB pot: enhances IL-1B driven NFkB nuclear translocation. HUVEC IL-1B NFkB p65 nuclear translocation imaging. activation, % at 2 µM. 94,000 compounds, 0.3% hits. AID 819;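 active means activation above 40%, about the mean plus 3 SD, also judged a hit on visual image review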;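 further: percent activation is computed from the nuclear over cytoplasmic p65 intensity ratio; values of inactives mirror those of a sister screen read the other way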
# MRP resist rev cytotoxicity: second read-out of MRP resist rev, no call of its own (marks repeat the call); viability, %; H69AR cells, CellTiter-Glo, 72 h; measured here: cytotoxicity without doxorubicin
# MRP resist rev with doxorubicin: also measured in MRP resist rev; calls as there; viability, %; measured here: viability with 2 uM doxorubicin; stronger effect = lower value
# IL1B NFkB inh cell count 2 µM: second read-out of IL1B NFkB inh, no call of its own (marks repeat the call); cell count; measured here: cells passing quality filter;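 raw number of nuclei counted in each imaged well without normalization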
# IL1B NFkB pot cell count 2 µM: second read-out of IL1B NFkB pot, no call of its own (marks repeat the call); cell count; measured here: cells passing quality filter
# Starred values were filed as active, the others as inactive; nt = no result given.
SMILES,MRP resist rev,MRP resist rev cytotoxicity,MRP resist rev with doxorubicin,IL1B NFkB inh,IL1B NFkB inh cell count 2 µM,PLAP inhibitors HTS,Bcl-B displacement,IL1B NFkB pot,IL1B NFkB pot cell count 2 µM
O=C(O)c1cccc(-c2nnn(Cc3ccccc3Cl)n2)c1,-43,67,110,-2,122,nt,nt,2,122
O=C(CSc1nc(C2CC2)nc2ccccc12)Nc1ccc2c(c1)OCCO2,nt,nt,nt,5,149,13%,7%,-5,149
Nc1nnnn1/N=C/c1cccc(O)c1,nt,nt,nt,-10,139,18%,3%,10,139
Cc1ccccc1C(=O)NC1CCN(Cc2nnnn2C2CCCC2)CC1,5,90,85,4,166,nt,nt,-4,166
COc1cc2c(C(=O)N3CCN(c4ccccc4C)CC3)c(C)oc2cc1Br,nt,nt,nt,5,110,-43%,0%,-5,110
CCn1c(SCc2ccc(C)cc2)nnc1C1CCN(S(=O)(=O)c2ccc(OC)cc2)CC1,nt,nt,nt,5,130,-27%,7%,-5,130
COc1cccc(-c2nn(C)c3sc(C(=O)NCc4ccco4)cc23)c1,-9,59,68,nt,nt,-7%,-13%,nt,nt
O=C(NCCc1ccccc1)C1CCCN1C(=O)Nc1ccc(F)cc1 (stereo unspecified),9,99,89,nt,nt,11%,-8%,nt,nt
CCCCNC(=O)c1c(C)cc(=O)oc1C,9,90,81,0,147,12%,-7%,0,147
CC(C)(C)OC(=O)N[C@@H](Cc1ccccc1)c1nnc(SCC(=O)c2ccc(Cl)cc2)o1,-27,47,74,10,92,7%,13%,-10,92
CCOc1ccc(C(=O)N2CCN(C(=O)c3ccco3)CC2)cc1OCC,-1,94,94,-11,145,-6%,0%,11,145
O=C1CCCc2c1[nH]c1ccc(Br)cc21,8,91,83,nt,nt,8%,4%,nt,nt
COCCOCC(O)CN1CCN(c2ccccc2)CC1 (stereo unspecified),-10,93,103,4,149,-28%,-4%,-4,149
COc1ccc(-c2ccc(-c3noc(-c4ccccc4C)n3)c(OC)n2)cc1,15,102,87,16,197,-31%,-12%,-16,197
CCn1nccc1C(=O)NC1=C(C#N)CCC1,2,90,89,-2,165,-6%,7%,2,165
O=C(Nc1ccc(N2CCOCC2)cc1)Nc1ccc2nc(-c3ccco3)c(-c3ccco3)nc2c1,-7,9,16,-14,105,nt,nt,14,105
Cc1c(CN(C)C(=O)CSc2nc(-c3ccco3)cc(C(F)(F)F)n2)cnn1C,9,80,71,-15,137,-15%,-6%,15,137
COc1ccccc1OCCn1cc(C#N)c2ccccc21,9,98,89,-4,126,nt,nt,5,126
CCOc1ccc(S(=O)(=O)Nc2nc3cc(OC)ccc3s2)cc1,nt,nt,nt,-6,171,14%,-8%,6,171
O=C(CSc1nnc(-c2ccncc2)n1Cc1ccccc1)NCCc1ccccc1,2,73,71,-17,184,-53%,1%,17,184
CC(NC(=O)Nc1nnc(C(F)(F)F)s1)(C(F)(F)F)C(F)(F)F,-6,6,12,-3,94,-4%,4%,3,94
O=C1NCCN1C(=O)c1cccc(Cl)c1,-5,101,105,7,118,-7%,-5%,-7,118
CC(=O)NCCn1c(SCC(=O)c2ccc(Cl)cc2)nc2ccccc2c1=O,7,90,83,-14,158,0%,-1%,15,158
Cc1cc(NC(=O)c2c(F)cccc2Cl)n(-c2nc3ccccc3[nH]2)n1,-36,28,64,-15,77,-156%,0%,15,77
COCCn1c(=NC(=O)c2ccc3c(c2)OCO3)c(C#N)cc2c(=O)n3cccc(C)c3nc21,23,51,28,-36,134,-2%,13%,36,134
COc1ccc(S(=O)(=O)N(C)CC(=O)NCCC2=CCCCC2)cc1OC,5,101,97,nt,nt,-62%,5%,nt,nt
O=C(CC1N=C2c3ccccc3N=C(SCc3ccc(Cl)cc3)N2C1=O)NCc1ccco1 (stereo unspecified),0,59,59,-1,113,-40%,7%,1,113
CCOc1ccc(N(CC(=O)Nc2cccc(F)c2)S(=O)(=O)c2c(C)noc2C)cc1,-40,30,71,-11,65,3%,-14%,11,65
CC(C)NC(=O)CSc1nc(-c2cccs2)cc(-c2ccccc2)c1C#N,0,43,43,2,153,nt,nt,-2,153
O=c1oc2ccc3ccccc3c2cc1-c1nnc(-c2ccccc2)o1,11,94,83,2,126,-24%,12%,-2,126
N#Cc1ccc(-c2ccc3c(c2)OCO3)nc1SCC(=O)OCc1ccccc1,20,83,63,-5,173,9%,-37%,5,173
COc1ccc(-c2c(C)n([O-])c(C)c(C)[n+]2=O)cc1OC,6,94,88,-3,100,17%,-1%,3,100
O=C(Nc1nnc(C(F)(F)F)s1)c1cccnc1,2,106,104,-7,95,nt,nt,7,95
COc1ccc(NC(=O)Cn2nnc(C(=O)NCc3ccco3)c2N)c(OC)c1,-9,91,100,-10,181,14%,13%,10,181
CCCc1nc2ccc(NC(=O)NCCC(=O)OCC)cc2c(=O)n1Cc1ccc(Cl)cc1,25,91,67,-11,118,nt,nt,11,118
CCOC(=O)C1CCN(c2nc3ccccc3nc2C(C#N)C(=O)OCCOC)CC1 (stereo unspecified),9,66,57,-5,183,-4%,-12%,5,183
CCOC(=O)C(NC(C)=O)(Nc1cccc(F)c1)C(F)(F)F (stereo unspecified),10,102,92,-9,125,9%,1%,9,125
N#Cc1ccc(-c2cccnc2)nc1SCc1ccc(Cl)cc1Cl,nt,nt,nt,-1,94,14%,-10%,1,94
Cn1cccc1Cc1nnc(SCC(=O)NCc2ccc3c(c2)OCO3)n1CCc1ccccc1,nt,nt,nt,-17,135,-32%,-2%,17,135
Cc1ccc(C(=O)N2CCN(S(C)(=O)=O)C2)cc1,-8,92,101,-26,169,14%,6%,26,169
C=CCn1c(-c2ccc(Cl)cc2)c[nH]c1=S,-6,92,98,20,119,17%,-7%,-20,119
O=C(CNS(=O)(=O)c1ccc(Br)cc1)N1CCN(c2ccc(F)cc2)CC1,7,77,70,-32,118,nt,nt,32,118
Cc1cc(C)c(C#N)c(SCCS(=O)(=O)Cc2ccc(Cl)cc2)n1,-14,66,80,-4,183,-2%,0%,3,183
O=C(Nc1ccc(N2CCOCC2)cc1)Nc1cnsn1,-8,85,93,-15,116,-4%,0%,15,116
O=C(CSc1nnc(Cc2cccs2)n1-c1ccccc1)Nc1ccc2c(c1)OCCO2,-1,84,85,-23,156,13%,-21%,23,156
COc1ccccc1C(=O)OCC(=O)Nc1ccc(OC(F)F)cc1,4,92,87,-5,75,35%,8%,5,75
CCOC(=O)c1c(C)[nH]c(C(=O)COC(=O)C2CC2C)c1C (stereo unspecified),-7,77,84,-8,181,1%,6%,8,181
O=C(NCCN1CCN(c2ccccc2)CC1)C1CCN(S(=O)(=O)c2cccs2)CC1,-3,104,106,-5,96,-26%,0%,5,96
Cc1cc(C)n2nc(-c3cnn(C)c3C(F)(F)F)cc2n1,nt,nt,nt,-4,116,2%,1%,4,116
CCOC(=O)CSc1nnc(-c2nnc(SCC(=O)OCC)n2CC)n1CC,11,93,82,-33,173,-12%,0%,33,173
COCc1cc(C)c(C#N)c(=S)[nH]1,nt,nt,nt,nt,nt,-1%,1%,nt,nt
O=C(OCCCN=C1NS(=O)(=O)c2ccccc21)C1CC(=O)N(c2ccc(Cl)cc2)C1 (stereo unspecified),8,93,85,-14,150,nt,nt,14,150
CC(NC(=O)c1ccc(CS(=O)(=O)c2cccc(C(F)(F)F)c2)o1)c1ccc2c(c1)OCCO2 (stereo unspecified),16,94,78,-22,189,-27%,-13%,22,189
CC(C)(C)c1nc(SCC(=O)Nc2nc3c(s2)CCCC3)c2ccccc2n1,nt,nt,nt,6,129,-26%,-1%,-6,129
CN(CCO)C1=CC(=O)CC(C)(C)C1,5,85,80,0,176,nt,nt,0,176
COC(=O)c1[nH]cnc1C(=O)c1ccccc1,-24,95,119,10,74,-76%,-4%,-10,74
CCN(CC)S(=O)(=O)c1cccc(C(=O)NC(C(=O)Nc2nnc(C3CC3)s2)C(C)C)c1 (stereo unspecified),1,86,85,nt,nt,-40%,-7%,nt,nt
O=C(CN(Cc1ccccc1)S(=O)(=O)c1ccc(Br)cc1)NCc1ccco1,15,98,83,-10,170,33%,8%,10,170
Cc1nn2c(-c3ccccc3)ccnc2c1-c1ccccc1,nt,nt,nt,6,170,15%,13%,-6,170
O=C(Cn1cnc2c(nnn2-c2ccc(F)cc2)c1=O)N1CCCC1,5,104,99,2,200,-13%,4%,-2,200

# A different layout for part of the listing above.
molecule	MRP resist rev	MRP resist rev cytotoxicity	MRP resist rev with doxorubicin	IL1B NFkB inh	IL1B NFkB inh cell count 2 µM	PLAP inhibitors HTS	Bcl-B displacement	IL1B NFkB pot	IL1B NFkB pot cell count 2 µM
O=C(NCCN1CCN(c2ccccc2)CC1)C1CCN(S(=O)(=O)c2cccs2)CC1	-3	104	106	-5	96	-26%	0%	5	96
COCc1cc(C)c(C#N)c(=S)[nH]1	nt	nt	nt	nt	nt	-1%	1%	nt	nt
Cc1cc(C)c(C#N)c(SCCS(=O)(=O)Cc2ccc(Cl)cc2)n1	-14	66	80	-4	183	-2%	0%	3	183
C=CCn1c(-c2ccc(Cl)cc2)c[nH]c1=S	-6	92	98	20	119	17%	-7%	-20	119

# (further entries)
SMILES,MRP resist rev,MRP resist rev cytotoxicity,MRP resist rev with doxorubicin,IL1B NFkB inh,IL1B NFkB inh cell count 2 µM,PLAP inhibitors HTS,Bcl-B displacement,IL1B NFkB pot,IL1B NFkB pot cell count 2 µM
CCC(C)C(=O)Nc1ccc(OC)cc1OC (stereo unspecified),nt,nt,nt,5,141,15%,39%,-5,141
COC(=O)c1c(-c2ccc(Br)cc2)noc1N,-20,29,49,nt,nt,-5%,-3%,nt,nt
O=C(CN1C(=O)C2C3C=CC(C3)C2C1=O)NC1CCCc2ccccc21 (stereo unspecified),nt,nt,nt,5,169,-1%,-2%,-5,169
COC(=O)[C@@H]1[C@@H](C#N)C2(c3ccccc3-c3ccccc32)N(c2ccc(Cl)cc2)N1C#N,-1,0,1,-5,150,nt,nt,5,150
CCCCn1c(SCC(=O)N2c3ccccc3CCc3ccccc32)nc2c1c(=O)n(C)c(=O)n2C,-5,99,104,1,117,nt,nt,-1,117
COc1ccc2nc(NC(=O)c3ccc(-n4nc(C)cc4C)cc3)sc2c1,-13,50,63,6,154,10%,5%,-6,154
CCC(C)OC(=O)C(C)Oc1ccc(-c2ccccc2)cc1 (stereo unspecified),9,90,81,-19,61,13%,1%,19,61
CCOc1ncccc1C(=O)OCc1cc(=O)oc2c(C)c(C)ccc12,-20,75,95,nt,nt,6%,2%,nt,nt
Cc1ccc(C(=O)NCCSc2ccccc2)cc1S(=O)(=O)Nc1ccccc1,nt,nt,nt,-16,116,-31%,0%,8,171
CCOC(=O)c1cnn(-c2ccccc2)c1-n1cccc1C(=O)C(=O)Nc1ccccc1,nt,nt,nt,-8,223,-6%,12%,8,223
NC(=O)c1cccc2c3c([nH]c12)CCCC3,-7,93,100,-13,125,7%,12%,13,125
Cc1cccc(NC(=O)CN(c2ccc(C(C)C)cc2)S(=O)(=O)c2c(C)nn(C)c2C)n1,8,84,76,-34,185,-39%,4%,34,185
O=S(=O)(NCC1CCCO1)c1ccc(S(=O)(=O)N(Cc2ccc(F)cc2)C2CCCCC2)cc1 (stereo unspecified),0,62,63,3,86,nt,nt,-3,86
COc1ccc(-n2c(C(C)n3nc(C)c([N+](=O)[O-])c3C)n[nH]c2=S)cc1 (stereo unspecified),12,94,82,11,103,nt,nt,-11,103
[O-][N+]1=C2CCC/C(=N\O)C2=NC12CCCCC2,10,107,97,nt,nt,8%,13%,nt,nt
COc1ccc(C(=O)/C=C/c2ccccc2C(F)(F)F)cc1,nt,nt,nt,6,128,5%,-5%,-6,128
COc1ccc(NC(=O)C2(c3ccc(NC(=O)c4ccc(OC)c(OC)c4)cc3)CCCC2)cc1,nt,nt,nt,3,162,21%,4%,-3,162
Cc1ccc(NC(=O)c2cc3ccccc3o2)cc1S(=O)(=O)N(C)C,nt,nt,nt,-5,151,13%,4%,5,151
Cc1cccc(OCC(=O)Nc2ccccc2N2CCN(C(=O)C(C)C)CC2)c1C,5,57,52,2,153,10%,-6%,-2,153

# This is a subset; count on the stated rates, not on these rows.
